TRAIL sens C8 – caspase-8 TRAIL sensitization. NB7+C8 cells + TRAIL, ATPlite viability luminescence. inhibition (viability loss, TRAIL sensitization), % at 10 µM. 1% of 360,000 active;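 active = compounds causing at least 50% loss of cell viability in the single-dose screen, relative to plate controls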
NOD2 RIPK2 PPI – NOD2-RIPK2 protein interaction inhibition | O43353 | CHO BLA complementation NOD2-RIPK2, CCF4 ratio | inhibition, % at 4.98 µM | 0.38% of 360,000 active; in the data active = inhibition above about 21%;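 note: 0% = vehicle only and 100% = reference blocker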
NR5A2 inv ag – NR5A2 inverse agonism in reporter assay | O00482 | HEK293T StAR-luciferase reporter, LRH-1 transfected, 24 h | inhibition, % at 3.6 µM | 0.13% of 360,000 active;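 active = inhibition above the mean inhibition of all tested compounds plus 3 SD, cut at about 73% in these data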;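 note: 0% = DMSO wells and 100% = reporter-only cells lacking LRH-1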
Target sequence (O00482 whole entry, looked up): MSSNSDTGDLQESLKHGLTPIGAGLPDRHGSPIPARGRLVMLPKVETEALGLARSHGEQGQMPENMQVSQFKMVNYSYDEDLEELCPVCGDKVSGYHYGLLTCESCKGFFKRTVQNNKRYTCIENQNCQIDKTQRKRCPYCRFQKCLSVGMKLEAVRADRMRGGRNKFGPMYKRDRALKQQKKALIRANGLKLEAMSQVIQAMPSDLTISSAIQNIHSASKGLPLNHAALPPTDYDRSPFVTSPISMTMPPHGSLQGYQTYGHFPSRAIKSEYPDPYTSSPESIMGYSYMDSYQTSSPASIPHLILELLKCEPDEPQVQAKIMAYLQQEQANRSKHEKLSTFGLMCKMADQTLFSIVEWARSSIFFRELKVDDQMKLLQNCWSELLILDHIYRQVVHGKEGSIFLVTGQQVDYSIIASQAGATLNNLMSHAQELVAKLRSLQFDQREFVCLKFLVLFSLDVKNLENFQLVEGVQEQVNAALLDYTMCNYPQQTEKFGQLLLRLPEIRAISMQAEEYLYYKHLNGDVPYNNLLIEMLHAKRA
TROY NFkB inh – inhibitors of TROY-dependent NF-kB signaling. inhibition, % at 10 µM. 0.98% of 360,000 active. AID 1347056. Q293 LMP1-TROYcd NF-kB luciferase reporter, 4 h;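 active = compounds whose plate-normalised and pattern-corrected inhibition of the luciferase reporter signal at the single screening dose is 50% or more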
COUP-TFII inh – NR2F2 (human) inhibition, primary screen; P24468; HEK293T NGFI-A luciferase reporter, luminescence; inhibition, % at 8.6 µM; 0.7% of 370,000 active; AID 686940;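 active = inhibition above a per-plate cutoff, mean inhibition of test wells between control levels plus 3 SD, cut at about 38% in these data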;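 note: cells cotransfected with COUP-TFII expression vector driving the NGFI-A reporter; 0% = median of COUP-TF2 test wells and 100% = reporter-only cells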
Target sequence (P24468 whole entry, looked up): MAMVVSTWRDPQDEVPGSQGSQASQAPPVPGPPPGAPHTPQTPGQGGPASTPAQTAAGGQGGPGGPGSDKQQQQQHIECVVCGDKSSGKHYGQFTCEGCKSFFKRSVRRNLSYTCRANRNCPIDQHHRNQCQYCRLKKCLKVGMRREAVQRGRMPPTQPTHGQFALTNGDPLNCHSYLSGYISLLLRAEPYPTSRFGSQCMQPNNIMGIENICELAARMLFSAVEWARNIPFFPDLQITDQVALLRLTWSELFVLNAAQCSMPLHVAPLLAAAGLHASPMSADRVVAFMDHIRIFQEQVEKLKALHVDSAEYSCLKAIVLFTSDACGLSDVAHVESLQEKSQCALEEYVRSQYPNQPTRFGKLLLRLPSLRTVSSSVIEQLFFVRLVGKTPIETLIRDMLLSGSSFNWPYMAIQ
NCOA3 inh – human NCOA3 inhibition; HEK293 GAL4-SRC3 luciferase reporter, luminescence; inhibition, % at 3.6 µM; 0.17% of 360,000 active; AID 588352;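 active = inhibition above a per-campaign cutoff, the mean of all compounds plus 3 SD, cut at about 60% in these data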;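 note: 0% = DMSO-treated cells and 100% = gossypol-treated cells at 36 µM; higher means less SRC3-driven luciferase light from the GAL4 reporter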
TLR9-MyD88 inh – TLR9-MyD88 interaction inhibition; CHO BLA complementation TLR9-MyD88, CCF4 FRET ratio; 0.21% of 340,000 active; AID 504734; inhibition, % at 4.98 µM;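 active = inhibition above the mean over all tested compounds plus 3 SD, cut at about 21% in these data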;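 note: 0% = DMSO only wells and 100% = clavulanate BLA inhibitor control wells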
Vif inh – HIV Vif inhibition; HEK293T cells, Vif self-association by quenched fluorescence, imaging, 24 h; inhibition, % at 7.49 µM; 0.35% of 340,000 active; AID 602346; in the data active = inhibition above about 50%, passing the limit was not always enough; inconclusive = no clear call, values can overlap the other calls; inactive = below about 31%; note: some results filed as inactive read as strong as hits
EBV LMP1 NFkB – reduces LMP1-driven NF-kappaB luciferase signal; LMP1-induced NF-kappaB luciferase reporter cells, luminescence; 0.69% of 350,000 active; inhibition, % at 12.5 µM; in the data active = inhibition above about 41%; inconclusive = no clear call, values can overlap the other calls;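 note: 0% = neutral control wells and 100% = reference inhibitor control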
NCOA1 inh – inhibitors of human steroid receptor coactivator 1 (SRC1) | HEK293 GAL4-SRC1 luciferase reporter, luminescence | 0.12% of 360,000 active | Q15788 | inhibition, % at 3.6 µM;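 active = inhibition above the campaign mean plus 3 SD, with each screening campaign given its own cutoff, cut at about 60% in these data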;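 note: 0% = DMSO treated cells and 100% = gossypol at 36 µM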
NCOA2 inhibitor – human SRC2 (NCOA2) inhibition; AID 651957; inhibition, % at 9 µM; Q15596; 0.17% of 370,000 active; HEK293 GAL4-SRC2 luciferase reporter, luminescence;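 active = inhibition above the mean inhibition of all tested compounds plus 3 SD, set per campaign, cut at about 52% in these data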;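 note: 0% = DMSO treated cells and 100% = cells given Gossypol at 36 µM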
Numbers without * were called inactive; ? = inconclusive; nt = not tested or not shown. Only part of the results is shown (hit frequency here may not be typical).

structure	NCOA3 inh	Vif inh	NOD2 RIPK2 PPI	EBV LMP1 NFkB	NCOA2 inhibitor	COUP-TFII inh	TROY NFkB inh	TRAIL sens C8	NCOA1 inh	NR5A2 inv ag	TLR9-MyD88 inh
Cc1c(C)c2ccc(OCC(=O)NCCc3c[nH]c4ccccc34)c(C)c2oc1=O	15	-15	8	3	5	14	-7	1	2	17	5
COc1ccc(N2Cc3ccccc3C2=NC(=O)c2cccc([N+](=O)[O-])c2)cc1	-12	-1	-3	-6	-13	-13	-16	3	-26	-22	5
Cc1cc2nc(N3CCN(C(=O)c4ccco4)CC3)sc2cc1C	-99	-26	7	-22	-57	-25	-15	0	-87	-137	0
CNC(=S)NNC(=O)c1cccn(Cc2cccc(Cl)c2)c1=O	14	-2	2	-3	4	2	20	1	-17	4	2
Cn1cnnc1SCCOc1ccc(Cl)cc1	7	-2	-3	-2	-5	-10	-38	-1	-1	-4	11
O=[N+]([O-])c1ccc(C(=S)N2CCCC2)cc1	17	3	-21	-13	-30	14	14	-3	-3	2	6
Cc1ccc(-n2cnc3ncnc(-c4ccccc4)c32)cc1	-20	48	-1	0	-7	10	4	-6	-17	-3	6
Cc1ccccc1NS(=O)(=O)c1cc(C(=O)Nc2cccnc2)ccc1C	-6	-3	-20	0	3	-1	5	-24	0	-16	-7
Cn1c(O)c(C=Nc2ccc(N3CCOCC3)cc2)c(=O)n(C)c1=S	23	-2	-3	2	11	16	10	-1	11	-4	-1
CC(C)c1ccc(NC(=O)Nc2nc(C(N)C(C)C)cs2)cc1 (centres undefined)	-31	-11	-3	nt	-34	7	5	13	0	-39	nt
CCn1c(/C=C/c2ccccc2[N+](=O)[O-])nc2ccccc2c1=O	-15	36	-12	-10	5	4	-24	1	-1	-6	0
COCCN(C(=O)CSc1nnc(Nc2ccc(C)cc2)s1)c1c(N)n(CC(C)C)c(=O)[nH]c1=O	4	-1	3	-9	6	15	-2	8	2	-5	-4
O=c1cc(N2CCCCCC2)[nH]c(=O)n1-c1ccccc1Cl	5	-5	0	-4	7	12	18	-5	-6	10	3
CC(Oc1ccccc1)C(=O)Nc1nnc(S(=O)(=O)Nc2ccccc2)s1 (centres undefined)	-14	4	-11	3	-1	-1	9	8	-5	-1	7
CCC(Oc1ccc2c(c1)C(=O)CC(C)(C)O2)C(=O)NCCN1CCCCCC1 (centres undefined)	12	-10	-14	1	12	11	19	6	-2	-7	8
CCOC(=O)/C(=C/c1ccc(OC(=O)c2ccncc2)cc1)C(C)=O	14	-5	-12	8	-2	6	28	-6	-22	2	-17
CC(C)c1ccc(NC(=O)C2(C)Cc3c(-c4ccccc4)ccnc3O2)cc1 (centres undefined)	-4	nt	-3	nt	-2	15	7	-12	-56	4	nt
O=C(CSc1ccc2c(c1)OCCO2)NCCc1ccc(Cl)cc1Cl	-11	2	-1	2	-4	-4	8	-1	-32	3	-2
O=C(O)c1ccc(S(=O)(=O)N2CCOCC2)o1	4	3	-6	-7	12	1	-5	-7	-16	-14	-7
N#Cc1c2c(c(-c3ccco3)[nH]c1=O)CCCC2	8	1	2	8	9	15	6	-8	-10	7	0
O=C(CSc1nnc2ccccn12)NNC(=O)c1ccccc1F	15	1	-9	-3	-22	-3	-13	17	2	0	2
Cn1c(=O)c2c(nc(N3CCN(c4ccccn4)CC3)n2Cc2ccccc2Cl)n(C)c1=O	3	15	1	5	-13	13	-2	8	-4	4	5
Cc1ccc2nc(NC(=O)c3ccc(-c4nc5ccccc5s4)s3)sc2c1	15	2	-3	-62	19	5	-10	67*	-10	-8	0
Cc1cc2c(cc1C)C(c1ccsc1)CC(=O)N2 (centres undefined)	-18	-3	7	-7	-7	-4	7	1	-16	1	-5
O=C(O)c1ccc(CSCc2c(F)cccc2Cl)o1	-29	-5	-8	-9	17	9	-7	-1	11	12	6
COc1cc(CN2CCC(n3nccc3NC(=O)C3CCOC3)CC2)ccc1F (centres undefined)	8	6	-16	-1	-4	-7	20	1	1	8	-7
Cc1ccc(S(=O)(=O)N2CCN(C(=O)COC(=O)COc3ccc(Cl)cc3C)CC2)c(C)c1	7	10	0	-3	6	-17	-10	-9	-43	-1	-1
CCOC(=O)Cn1c(=N)n(Cc2ccccc2F)c2ccccc21	-6	-1	1	2	-17	6	20	2	-3	-22	-2
O=[N+]([O-])c1ccc(C2=Nc3cc(Cl)ccc3OC2)cc1	-29	9	11	-16	-30	-4	-11	-10	-33	-36	-1
CC(=O)c1coc2ccc(OCC(=O)O)cc12	-3	1	-2	2	-12	-11	-5	-15	-14	-27	-10
COc1ccc(N2CC(C(=O)N(CC(C)C)c3c(N)n(Cc4ccccc4)c(=O)[nH]c3=O)CC2=O)c(OC)c1 (centres undefined)	-37	-3	-7	0	-15	-12	15	6	-19	3	-14
Cc1cccc(NC(=O)CCN2C(=O)C3C4CCC(C4)C3C2=O)c1C (centres undefined)	8	14	-1	-1	-13	9	8	2	9	6	-7
COc1ccc(C2c3[nH]c4ccccc4c3CCN2C(=O)Cc2nonc2C)c(F)c1 (centres undefined)	-36	1	2	-14	-11	-44	-31	14	-53	-36	2
COc1cc(NC(=O)COc2ccc(F)cc2)nc(OC)n1	-1	0	1	1	-15	-10	-3	0	4	-14	-5
Cc1cccc(-n2ncc3c(N4CC(C)CC(C)C4)ncnc32)c1 (centres undefined)	-79	nt	-12	-63	-7	-32	33	20	-76	-89	9
COc1ccc(Cn2c(=O)[nH]c3cc(C(=O)N4CCN(c5ccc(OC)cc5)CC4)ccc3c2=O)cc1	14	?	12	-7	nt	nt	2	8	0	20	9
Cc1ccc(-n2nc(C(=O)O)cc2-c2ccccc2)cc1	0	-5	-3	-12	6	15	4	-8	0	3	-14
NC(=S)NN=C1CCC(C2CCCCC2)CC1 (centres undefined)	22	-14	-20	-26	32	24	-5	8	16	28	-12
O=C(O)c1cc(-c2ccccc2)on1	20	3	2	7	-16	9	-17	21	-1	10	-4
CC1CCCN(C(=O)c2ccc3nc[nH]c3c2)C1 (centres undefined)	1	3	1	0	-22	-2	14	1	-13	-9	-4
CC1(C)C2CCC1(CS(=O)(=O)N1CCCc3ccccc31)C(=O)C2 (centres undefined)	4	-7	-7	-3	11	-2	-54	-1	-22	-25	0
CC(C)c1nnc(NC(=O)COc2ccc3ccccc3c2)s1	0	13	-8	2	1	9	-37	1	0	-23	-14
CS(=O)(=O)c1ccccc1-c1nnc(NC(=O)Cc2ccccc2)o1	3	4	2	-6	4	4	-15	-20	-15	-6	1
COc1ccccc1N1CC(C(=O)OC(C)C(=O)N2CCCc3ccccc32)CC1=O (centres undefined)	-13	nt	8	4	12	-6	5	-4	-20	3	7
CCOC(=O)C1(Cc2cccc(OC)c2)CCN(C(C)COC)CC1 (centres undefined)	10	-1	6	7	6	7	11	-3	10	0	-4
CCCn1nc2cc(C(=O)NCc3ccccc3OC)ccc2c1OCC	-9	-1	-2	-4	-22	-7	7	-16	-1	0	5
CCc1nc(N2CCOCC2)c(C#N)c2c1CCCC2	9	-3	-6	-3	-2	8	1	-3	-4	-15	5
CC(C)CCN1C(=O)c2ccc(C(=O)N3CCCCC3)cc2C1=O	-15	25	4	3	-26	-16	-39	7	-12	17	2
CCOC(=O)N1CCN(C(=O)C2CCN(S(=O)(=O)c3c(C)cc(C)cc3C)CC2)CC1	-9	-11	-6	-4	-21	1	-5	-3	5	-4	0
CC(OC(=O)COc1ccccc1[N+](=O)[O-])C(=O)Nc1ccc(N2CCOCC2)cc1 (centres undefined)	5	8	-5	-3	0	-25	20	-2	-1	-22	-8

Compound profiles (already shown). Order of screens: NCOA3 inh | Vif inh | NOD2 RIPK2 PPI | EBV LMP1 NFkB | NCOA2 inhibitor | COUP-TFII inh | TROY NFkB inh | TRAIL sens C8 | NCOA1 inh | NR5A2 inv ag | TLR9-MyD88 inh
Record of CCOC(=O)C1(Cc2cccc(OC)c2)CCN(C(C)COC)CC1 (centres undefined) : 10 | -1 | 6 | 7 | 6 | 7 | 11 | -3 | 10 | 0 | -4
Record of COc1ccccc1N1CC(C(=O)OC(C)C(=O)N2CCCc3ccccc32)CC1=O (centres undefined) : -13 | nt | 8 | 4 | 12 | -6 | 5 | -4 | -20 | 3 | 7

Remaining list, next part
structure	NCOA3 inh	Vif inh	NOD2 RIPK2 PPI	EBV LMP1 NFkB	NCOA2 inhibitor	COUP-TFII inh	TROY NFkB inh	TRAIL sens C8	NCOA1 inh	NR5A2 inv ag	TLR9-MyD88 inh
CCN(CC)S(=O)(=O)c1ccc(NC(=O)c2cc(C(=O)OC)cc([N+](=O)[O-])c2)cc1	15	4	-5	-6	-7	14	-4	24	-17	5	-6
Cc1cc(C)c2c(=O)c3c(oc2c1)C(=O)N(CCO)C3c1cccc(O)c1 (centres undefined)	-5	17	-7	14	-39	10	9	13	-3	3	-1
CCCCOc1ccc(C(=O)NCCN2CCC(n3c(=O)[nH]c4ccccc43)CC2)cc1	nt	nt	-15	nt	13	28	4	4	nt	-8	nt
Cc1ccc(Cl)c2sc(NC(=O)C3=COCCO3)nc12	-36	-2	-11	-13	-29	-22	-24	4	-55	-50	-9
O=S(=O)(NCc1cccnc1)c1ccc2c(c1)OCCO2	9	3	2	4	-1	-12	15	0	2	15	0
CCn1c(CNC(=O)c2cc(OC)c(OC)c(OC)c2)cc2cc(C)ccc21	-13	-10	-5	10	12	41*	13	8	1	1	-1
CCCCn1c(SCC(=O)NC(C)(C)C)nnc1-c1ccco1	19	nt	2	-7	-5	1	5	1	5	5	3
CC1=NN(C(=O)c2ccccc2Br)C(O)(c2ccc(Cl)cc2)C1 (centres undefined)	-2	-4	-2	-2	-25	-10	-12	-5	-10	0	4
CCOC(=O)c1ccc(-c2ccc(-c3cc(=O)oc4cc(OC)c(OC)c(OC)c34)cc2)cc1	-9	-16	4	3	-3	3	-10	-1	-41	-4	5
CC(C)(C)OC(=O)N1CCC[C@@H]1CO	4	0	2	-1	nt	nt	0	-2	2	11	12
C=CCSc1nnc(CNC(=O)c2ccc(Cl)cc2)n1CC	16	4	4	1	-12	-4	-14	0	0	2	-8
CCc1nc2ccc(C(=O)N3CCN(c4ccccc4)CC3)cn2c1N(C)CCC(C)C	-6	-16	-9	nt	-19	0	-4	-5	6	-9	nt
Cc1ccc(N(Cc2cc(=O)[nH]c3ccccc23)C(=O)CCl)cc1	6	-8	10	3	35	-1	6	93*	-7	2	-5
CN(Cc1ccccc1)C1=CC(=[N+]2CCCCC2)CC(C)(C)C1	72*	-12	-8	44*	-2	75*	43	22	61*	84*	-3
COc1cccc(-n2nc3c(=O)n(Cc4ccccc4Cl)nc(C)c3c2C)c1	14	1	-2	2	4	-1	9	-1	-7	4	-4
Cc1cc(C(c2ccc(O)cc2)c2cc(C)c(O)cc2C)c(C)cc1O	-21	8	-3	-4	22	-2	38	-14	-38	-3	4
COc1ccc(NC(=O)c2ccc(NC(=O)c3ccco3)cc2)c(OC)c1	15	0	4	-3	-31	11	-9	-17	6	-23	-4
Cc1ccc2cc(CN(CC3CCCO3)C(=O)NC3CCCCC3)c(=O)[nH]c2c1C (centres undefined)	-22	-13	1	-2	-7	8	8	3	1	2	-7
